Bioassay records (PubChem)
STEP inh: STEP phosphatase inhibitors, primary screen, biochemical, fluorescence intensity, uHTS. Tyrosine-protein phosphatase non-receptor type 5 (Homo sapiens), P54829. recombinant STEP, OMFP fluorogenic substrate. inhibition, % at 20 µM. hit rate 0.25% among 360,000;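 active = inhibition at 20 µM, scaled per plate between control wells, above about 37%, limit read from the data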;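 note: 0% = DMSO with enzyme and substrate and 100% = substrate only without enzyme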
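System: isolated STEP enzyme; schedule: 20 min enzyme reaction at room temperature, protected from light; medium: Bis-Tris buffer pH 6.0, 2.5 mM DTT, 0.005% Tween 20; signal: fluorescence, 480/540 nm; dosing: single compound dose of 20 µM, 1% DMSO final; also added: OMFP substrate, 25 µM final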
LMPTP inh: LMPTP phosphatase inhibitors, primary screen, biochemical, fluorescence intensity, uHTS. hit rate 0.22% among 360,000. recombinant LMPTP-A, OMFP fluorogenic substrate. AID 651560, 2012. Low molecular weight phosphotyrosine protein phosphatase (Homo sapiens), P24666. inhibition, % at 20 µM;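 active = compounds that cut the enzyme signal by at least half of the control window in the single-dose screen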;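 note: plate controls were DMSO wells with enzyme plus substrate for no effect and substrate without enzyme for full effect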
Target sequence (P24666 whole entry, looked up): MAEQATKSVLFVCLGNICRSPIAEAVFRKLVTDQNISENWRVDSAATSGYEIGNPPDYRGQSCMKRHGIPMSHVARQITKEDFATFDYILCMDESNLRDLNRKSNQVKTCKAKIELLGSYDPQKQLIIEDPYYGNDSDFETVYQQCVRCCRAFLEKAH
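Test system – LMPTP-A enzyme · Amount – LMPTP-A at 0.625 nM final in the reaction · Buffer or medium – Bis-Tris pH 6.0, DTT, detergent · Reagent – OMFP 400 µM · Doses – single 20 µM dose · Schedule – reaction 50 min, room temperature, dark · Detection – fluorescence intensity of OMFP turnover product · Evaluation – percent inhibition versus substrate-only and uninhibited controls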
NadD inh: inhibitors of S. aureus NadD, primary screen, biochemical, colorimetric, uHTS; AID 602399, 2012; purified NadD enzyme, colorimetric absorbance read-out; Nicotinate-nucleotide adenylyltransferase NadD (Staphylococcus aureus N315); inhibition, % at 20 µM; hit rate 0.78% among 360,000; in the data active = inhibition above about 26%; note: some compounds past the cut are filed as inactive
CSN inh: inhibitors of CSN-mediated cullin deneddylation, primary screen, biochemical, fluorescence polarization, uHTS; inhibition, % at 12.5 µM; COP9 signalosome complex subunit 5 (Homo sapiens), Q92905; Purified CSN, SCF-Nedd8-OG deneddylation; hit rate 0.38% among 360,000;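 active = pattern-corrected inhibition above about 35%, with an unprinted fluorescence ratio check between 0.5 and 1.5, limit read from the data, passing the limit was not always enough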;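 note: 0% = enzyme with substrate and 100% = substrate without enzyme; some results filed as inactive read as strong as hits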
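Schedule: reaction 90 min, room temperature / Assay system: HEK293T-derived human Csn5 enzyme / Input: Csn5 at 0.24 nM final / Measure: inhibition of Csn5 cleavage, % / Control set: substrate-only high control, full reaction low control / Technique: fluorescence polarization of the substrate / Buffer or medium: Tris/NaCl/DTT buffer, pH 7.5 / Reagent: SCFSkp2-Nedd8OG substrate at 10 nM final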
SUMO1-SIM PPI: modulators of SUMO1 protein-protein interactions, primary screen, biochemical, uHTS. inhibition, % at 20 µM. Small ubiquitin-related modifier 1 (Homo sapiens), P63165. hit rate 0.33% among 360,000. SUMO1 binding to a labelled peptide, TR-FRET, 1 h; in the data active = inhibition above about 37%
Target sequence (P63165 whole entry, looked up): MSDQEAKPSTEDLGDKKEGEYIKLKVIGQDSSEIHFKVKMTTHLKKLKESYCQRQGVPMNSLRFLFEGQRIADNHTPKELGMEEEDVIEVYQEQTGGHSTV
PABP1 MLLE inh: inhibitors of PABP1 MLLE–PAM2 peptide binding, primary screen, biochemical, fluorescence polarization, FITC-PAM2, GST-MLLE; Polyadenylate-binding protein 1 (Homo sapiens), P11940; inhibition, % at 20 µM; hit rate 0.36% among 360,000; in the data active = inhibition above about 35%, passing the limit was not always enough;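 note: plate controls were DMSO wells with GST-MLLE for no effect and wells lacking GST-MLLE protein for full effect; some results filed as inactive read as strong as hits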
Rpn11 block: Rpn11 (PSMD14) deubiquitinase inhibitors, primary screen, biochemical, fluorescence polarization, uHTS | 26S proteasome non-ATPase regulatory subunit 14 (Homo sapiens), O00487 | human 26S proteasome, Ub4-pepOG fluorescence polarization; 20S core pre-blocked with epoxomicin | calls only at 20 µM | hit rate 0.59% among 360,000 | AID 588493, 2011;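 active = inhibition at 20 µM, scaled to each plate's controls, above about 33%, limit read from the data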
Target sequence (O00487 whole entry, looked up): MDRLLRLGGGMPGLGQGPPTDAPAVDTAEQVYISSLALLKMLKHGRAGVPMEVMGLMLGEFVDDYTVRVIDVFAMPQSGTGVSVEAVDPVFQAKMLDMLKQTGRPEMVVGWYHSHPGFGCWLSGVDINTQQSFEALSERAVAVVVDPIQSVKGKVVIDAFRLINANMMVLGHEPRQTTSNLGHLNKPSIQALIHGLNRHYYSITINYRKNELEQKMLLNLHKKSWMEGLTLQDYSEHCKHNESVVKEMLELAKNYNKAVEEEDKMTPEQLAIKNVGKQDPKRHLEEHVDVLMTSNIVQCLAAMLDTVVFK
Scp-1 inhibitor: Scp-1 phosphatase inhibitors, primary screen, biochemical, colorimetric, uHTS | Carboxy-terminal domain RNA polymerase II polypeptide A small phosphatase 1 (Homo … | Recombinant Scp1, phosphopeptide, malachite green phosphate absorbance | inhibition, % at 20 µM | hit rate 0.88% among 340,000;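 active = inhibition above about 50% at 20 µM, limit read from the data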;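 note: plate controls were DMSO wells with enzyme for no effect and wells lacking enzyme for full effect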
Target sequence (Q9GZU7 76-261 limits assumed): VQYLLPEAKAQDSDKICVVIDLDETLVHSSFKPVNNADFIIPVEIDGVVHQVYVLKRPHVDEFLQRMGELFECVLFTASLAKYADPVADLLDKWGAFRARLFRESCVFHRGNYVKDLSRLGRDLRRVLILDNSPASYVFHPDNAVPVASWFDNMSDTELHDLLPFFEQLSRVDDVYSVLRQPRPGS
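System: SCP-1 catalytic domain; Reagent: Phospho 17-mer peptide substrate; Doses: one concentration, 20 µM, with 1.0% DMSO; Incubation: 45 min room-temperature reaction, 5 min colour, 30 min stabiliser; Signal: Phosphate-binding colour reagent, absorbance read at 630 nm.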
Tb MetRS inh: T. brucei MetRS inhibitors, primary screen, biochemical, luminescence. purified T. brucei MetRS, ATP depletion, Kinase-Glo luminescence. inhibition, % at 11.9 µM. hit rate 0.4% among 360,000. AID 624268, 2012;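 active = inhibition above a per-plate cutoff of the control wells' mean inhibition plus 3 SD, cut at about 5.5% in these data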;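 note: 0% = DMSO wells median and 100% = median of wells with control inhibitor compound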
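System: purified T. brucei MetRS enzyme / Detection: Kinase-Glo luciferase luminescence reporting remaining unconsumed ATP / Medium: HEPES buffer with MgCl2, KCl, DTT, spermine, BSA, pyrophosphatase / Replication: singlicate, one well per compound / Evaluation: percent inhibition relative to median high and low control wells / Schedule: 2 h aminoacylation at 25 °C after 15 min preincubation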
DNMT1 inh: human DNMT1 methyltransferase inhibitors, primary screen, biochemical, molecular beacon, fluorescence, HinP1I cleavage, uHTS | hit rate 0.83% among 360,000 | DNA (cytosine-5)-methyltransferase 1 (Homo sapiens), P26358 | inhibition (reported as % activation of signal), % at 10 µM; in the data active = inhibition above about 50%
* hit, by the source's call; i = inactive; nt = not tested or not shown. Not a hit list. Share with any hit: about 3.6%.

Results follow in this order: STEP inh	LMPTP inh	NadD inh	CSN inh	SUMO1-SIM PPI	PABP1 MLLE inh	Rpn11 block	Scp-1 inhibitor	Tb MetRS inh	DNMT1 inh
- CCOc1cc(C)c(Cl)cc1S(=O)(=O)N(CC)CC
→ 2.4	0.8	-7.4	1.9	1.3	9.3	i	-13.9	-1.0	-5.3
- COc1ccc(C(=O)CN2C3=NCCCN3c3ccccc32)cc1OC
→ -1.5	1.0	-3.7	-14.2	-2.5	-2.2	i	7.1	-0.7	0.9
- Cc1ccc(C(=O)NCc2cccnc2)cc1S(=O)(=O)Nc1ccccc1
→ 1.6	1.2	-3.5	1.4	2.2	-10.6	i	-4.7	0.2	-0.3
- Cc1ccc(CN2CC(N3CCN(C)CC3)CS2(=O)=O)cc1 (stereo not drawn)
→ 4.0	-0.6	-5.5	-0.8	0.4	-1.8	i	nt	0.1	2.8
- COc1cccc(C(O)c2nc(/C=C/c3ccc(C(F)(F)F)cc3)cs2)c1 (stereo not drawn)
→ -1.7	5.4	-4.4	-1.6	-4.0	-6.0	i	nt	0.3	-20.1
- O=C(Nc1nc2ccccc2[nH]1)c1ccccc1[N+](=O)[O-]
→ 0.0	-1.0	-7.7	3.8	-3.8	10.4	i	-6.0	0.1	-0.1
- Cc1cc(C(=O)Nc2ccc3c(c2)OCCO3)ccc1[N+](=O)[O-]
→ 3.6	-2.0	-3.9	-1.2	-22.5	1.0	i	-7.5	-1.6	-1.4
- CCOC(=O)N1CCN(C(=O)COC(=O)c2ccc(O)cc2O)CC1
→ -0.6	-0.9	1.4	2.9	2.2	-1.8	i	-1.5	-0.2	15.2
- CC(C)(C)c1ccc(C(=O)Nn2cnnc2)cc1
→ -1.6	-0.1	5.2	-2.3	5.5	-10.9	i	-8.6	-0.5	0.9
- CC(=O)c1ccc(N2CCN(S(=O)(=O)c3csc(C(N)=O)c3)CC2)cc1
→ 0.0	-1.4	-1.0	-2.2	-5.5	3.0	i	-8.6	-0.1	-2.6

Grouped by structure: those above with a nitro group on carbon (2)
Results follow in this order: STEP inh	LMPTP inh	NadD inh	CSN inh	SUMO1-SIM PPI	PABP1 MLLE inh	Rpn11 block	Scp-1 inhibitor	Tb MetRS inh	DNMT1 inh
- O=C(Nc1nc2ccccc2[nH]1)c1ccccc1[N+](=O)[O-]
→ 0.0	-1.0	-7.7	3.8	-3.8	10.4	i	-6.0	0.1	-0.1
- Cc1cc(C(=O)Nc2ccc3c(c2)OCCO3)ccc1[N+](=O)[O-]
→ 3.6	-2.0	-3.9	-1.2	-22.5	1.0	i	-7.5	-1.6	-1.4

(listing goes on)
Results follow in this order: STEP inh	LMPTP inh	NadD inh	CSN inh	SUMO1-SIM PPI	PABP1 MLLE inh	Rpn11 block	Scp-1 inhibitor	Tb MetRS inh	DNMT1 inh
- COc1ccc(NC(=O)Cn2ccc3c(OC)cccc3c2=O)cc1
→ 0.3	-1.8	-4.9	-4.1	-2.2	-1.1	i	-11.7	0.0	-0.6
- CCN(CC)C(=O)C(=O)c1cn(CC(=O)NCc2ccc3c(c2)OCO3)c2ccccc12
→ 1.0	0.3	5.3	-3.0	0.1	8.3	i	-7.1	60.8*	-0.6
- COc1ccc(CN(CC2CCCO2)S(=O)(=O)c2ccc(-n3cnnn3)c(OC)c2)cc1 (stereo not drawn)
→ 2.1	0.7	-9.1	-5.9	-1.0	-2.2	i	-2.2	-0.7	-0.2
- CC(C)NC[C@@H](O)COc1cccc2ccccc12
→ -2.3	-1.1	-0.6	-5.1	-4.8	-14.9	i	3.8	-1.1	-1.5
- Cc1ccccc1CSc1nnc(C)n1N
→ -6.5	-1.6	-0.5	-2.0	1.3	-2.7	i	-4.3	-0.6	0.9
- COc1cccc(C=NNc2nnc(NN=Cc3cccc(OC)c3OC)c3ccccc23)c1OC
→ 3.0	11.7	11.8	8.1	-9.1	-49.5	i	12.1	-0.4	-8.3
- CCN1CCN(Cc2ccc(NC(=O)Nc3ccc(SC)cc3)cc2)CC1
→ 1.2	-2.5	0.2	-1.0	16.4	1.4	i	-11.2	-0.9	-2.5
- N#CCCN1CCN(S(=O)(=O)c2ccc(S(=O)(=O)N3CCOCC3)cc2)CC1
→ 0.5	-0.8	-0.5	-2.3	1.0	14.1	i	-1.2	-0.2	0.3
- Cc1cc(Cl)ccc1OCCCC(=O)NNC(=O)c1ccncc1
→ -0.6	-0.5	-4.8	-3.0	-3.2	15.2	i	5.0	0.2	3.9
- COC(=O)[C@@H]1CCCN1Cc1nc(Cc2ccccc2F)no1
→ -4.0	-1.2	-1.5	-6.8	3.1	-15.8	i	-8.4	-0.1	6.2

Following part:
Results follow in this order: STEP inh	LMPTP inh	NadD inh	CSN inh	SUMO1-SIM PPI	PABP1 MLLE inh	Rpn11 block	Scp-1 inhibitor	Tb MetRS inh	DNMT1 inh
- O=[N+]([O-])c1ccc(S(=O)(=O)Nc2ccc(-c3ccc(N4CCCC4)nn3)cc2)cc1
→ 1.7	4.3	21.1	-1.4	-21.3	3.4	i	1.0	-0.2	-1.7
- CCn1ncc(/C=N/N=C2\CCC3C4CCc5cc(O)ccc5C4CCC23C)c1C (stereo not drawn)
→ 1.5	0.2	2.2	0.9	-2.7	-11.0	i	-2.2	-0.9	-5.2
- C=CCOc1c(Br)cc(C2C3=C(CCCC3=O)N(C)C3=C2C(=O)CCC3)cc1OCC
→ -2.1	-1.6	-5.2	0.1	-3.0	107.0	i	-10.5	9.5*	-23.3
- CCSc1ncc(C#N)c(N)n1
→ 1.5	-0.5	-1.3	-1.3	0.6	-8.4	i	16.8	-0.2	-0.1
- O=C(Nc1ccc2ccccc2c1)c1ccccc1Cl
→ -0.7	1.0	-2.2	-4.1	-1.9	-1.1	i	nt	-0.1	0.7
- C=CCCCCCCCCC(=O)Nc1ncccn1
→ 1.8	-0.5	-3.9	-0.7	-0.7	-1.1	i	-7.4	-0.4	-1.5
- CCc1nnc(NC(=O)CSc2ccc(-c3ccc(C)cc3)nn2)s1
→ 0.5	-1.3	-1.5	3.6	5.6	28.7	i	-7.4	-0.3	0.1
- CS(=O)(=O)N1CCCC(C(=O)N2CCOCC2)C1 (stereo not drawn)
→ -3.3	-0.8	2.3	-1.6	-2.3	7.3	i	-5.2	-0.6	0.7
- Cc1ccc(CC2CC(=O)N(CCc3ccc4c(c3)OCO4)C2=O)cc1 (stereo not drawn)
→ 0.3	0.3	-4.4	-3.3	0.0	6.8	i	-3.4	-0.3	-2.0
- CC1CCCN(C(=O)CCNS(=O)(=O)c2ccc(Br)cc2)C1 (stereo not drawn)
→ -3.4	0.1	-4.7	-3.9	2.2	1.0	i	1.6	-0.4	0.8

More compounds.
Results follow in this order: STEP inh	LMPTP inh	NadD inh	CSN inh	SUMO1-SIM PPI	PABP1 MLLE inh	Rpn11 block	Scp-1 inhibitor	Tb MetRS inh	DNMT1 inh
- CCC(C(=O)OC)n1cnc2c(oc3ccccc32)c1=O (stereo not drawn)
→ 6.8	0.4	-0.6	-3.8	-1.4	8.7	i	-6.5	-0.5	0.8
- COc1ccc(/C=C/C(=O)NCC(=O)n2nc(C)cc2C)cc1
→ -0.6	0.1	-1.9	-5.5	-12.0	-5.4	i	2.7	-0.9	3.9
- O=C(NCC(c1ccco1)N1CCOCC1)c1ccc([N+](=O)[O-])cc1 (stereo not drawn)
→ -0.9	-0.6	6.1	-1.1	-17.0	-4.3	i	-9.0	0.7	-1.1
- NC(=O)c1nsc(C(=O)N(c2ccccc2)C(C(=O)NCC2CCCO2)c2cccs2)c1N (stereo not drawn)
→ 0.5	0.6	3.9	-5.9	-14.3	-9.4	i	-5.7	0.5	-8.5
- CC1CCN(S(=O)(=O)c2ccc(NC(=O)CSc3ncccc3C(=O)O)cc2)CC1
→ -2.9	-1.4	1.5	5.8	17.2	4.3	i	22.4	-0.3	0.2
- CCOC(=O)Cc1csc(NC(=O)c2sc3nc4ccc(CC)cc4cc3c2N)n1
→ 10.2	1.7	15.9	5.4	-1.3	-17.8	nt	-7.7	-0.7	-24.0
- C#CCOCCOCCOCCNc1nc(N2CCN(C(=O)[C@H](CCCCN)n3cc(CN)nn3)CC2)nc(N2CCN(C(=O)[C@H](CCC(=O)O)n3cc([C@@H](N)CCCCN)nn3)CC2)n1
→ 3.7	-9.9	-1.6	99.9*	-187.7	-5.1	i	-2.3	-0.2	-121.9
- CC1CN(C(=O)c2ccc(S(=O)(=O)Nc3ccccc3F)cc2)CC(C)O1 (stereo not drawn)
→ -0.2	-2.4	-0.9	-8.1	8.7	1.4	i	-3.5	0.2	-0.7
- Cc1ccc(C(=O)NCCN2C3=NC[C@H](C)N3C[C@H]2Cc2ccc(O)cc2)cc1Br
→ 0.6	-0.8	1.3	-1.1	-3.7	6.3	i	-0.3	-0.1	0.5
- CCOc1ccc(OCCOc2ccc(/C=C/C(=O)O)cc2OCC)cc1
→ -0.8	0.1	-1.2	-2.8	-5.0	-22.1	i	-10.3	-0.1	1.8
- CC(C)(C)OC(=O)COc1cc(OCC(=O)OC(C)(C)C)c2c(=O)cc(-c3ccccc3)oc2c1
→ 6.2	15.1	0.9	-0.3	-1.5	2.0	i	-1.3	-1.0	-9.3
- CCN(CC)S(=O)(=O)c1ccc(OC)c(NC(=O)Cn2cnc3c2c(=O)n(C)c(=O)n3C)c1
→ 1.9	-0.4	-0.6	-6.1	0.3	11.2	i	0.2	0.3	0.0
- CCCSc1ccc(C(=O)Nc2ccc(Cl)cc2)cn1
→ 0.8	-1.6	3.6	0.9	2.5	-3.7	i	5.3	-0.7	3.5
